KDM5B inhibitor = Primary screen for KDM5B Histone Demethylases FDH-coupled qHTS; AID 1347165, 2019; 220,000 compounds, 2.6% hits; Lysine-specific demethylase 5B (Homo sapiens), Q9UGL1; Potency, µM (doses to about 57.7 µM), for the others: top-dose activity change, negative = inhibition, hits mostly inhibitors; KDM5B demethylase, FDH-coupled NADH fluorescence (FDH is formaldehyde dehydrogenase); active means well fitted inhibition curve with a large enough effect; inconclusive means small, poorly fitted or top-dose-only effect; inactive means no such curve, though single readings can be large or run the other way; further: 0% is about no effect; nearly all actives have a fitted effect of over 70% in size
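Here, H3K4me3 peptide (12.5 µM in substrate mix) is demethylated by KDM5BΔAP, 200 nM final, after 10 min compound exposure. Formaldehyde product is coupled through FDH (0.25 U/mL in mix) to NADH fluorescence; 30-min ΔRFU feeds dose-response curves.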
* = called active by the depositor; u = inconclusive; [ ] = remark or other dose. Potency means the concentration at half of the fitted maximal effect.

Preview, three compounds:
| Structure | KDM5B inhibitor |
| --- | --- |
| Cc1ccc(F)cc1NC(=O)Cn1c(C)cc(C)c(C#N)c1=O | -16.0% |
| O=C(CCC[C@@H]1[C@H]2CCCN3CCC[C@@H](CN1C(=O)Nc1ccccc1F)[C@@H]23)Nc1ccccc1 | -17.9% |
| O=C(Cn1ncc2c3ccccc3n(Cc3ccccc3F)c2c1=O)NCc1ccccc1Cl | -25.7% |

All compounds of this part, previewed entries included:
| Structure | KDM5B inhibitor |
| --- | --- |
| Cc1ccc(F)cc1NC(=O)Cn1c(C)cc(C)c(C#N)c1=O | -16.0% |
| O=C(CCC[C@@H]1[C@H]2CCCN3CCC[C@@H](CN1C(=O)Nc1ccccc1F)[C@@H]23)Nc1ccccc1 | -17.9% |
| O=C(Cn1ncc2c3ccccc3n(Cc3ccccc3F)c2c1=O)NCc1ccccc1Cl | -25.7% |
| Cc1cc(C)c(NC(=O)c2nn(C)c(=O)c3ccccc23)c(Cl)c1 | 20.4% |
| O=C(NCCCN1CCOCC1)c1ccc2c(=O)n(Cc3ccccc3)c(=S)[nH]c2c1 | 11.3% |
| CCc1ccc2oc(C(=O)NCC(c3ccc(C)o3)N3CCCCC3)cc(=O)c2c1 (stereo not drawn) | 2.6% |
| CN(C)CCCNC(=O)/C=N/O | 1.6% |
| C=C(C)Cn1c(SCCc2ccccc2)nc2c1c(=O)n(C)c(=O)n2C | -12.6% |
| COc1cccc(-n2c(=O)c3cc(OC)c(OC)cc3n(CC(=O)Nc3ccccc3)c2=O)c1 | u |
| S=C(NCc1ccc(Cl)cc1)Nc1cccc(Cl)c1 | -2.2% |
| CCc1nnc(NC(=O)CS(=O)(=O)Cc2ccccc2)s1 | 14.3% |
| O=C(c1ccccc1F)N1c2ncnn2C2(CCCCC2)[C@@H]2CCCC[C@@H]21 | 16.1% |
| O=C(N/N=C/c1cccs1)c1cc(-c2cccs2)nc2ccccc12 | u |
| Cc1ccccc1Cn1nnc2c(=O)[nH]c(C3CCN(C(=O)c4ccc(F)cc4)CC3)nc21 | -3.0% |
| CSc1ccc(-c2nc(CN(C)Cc3cc(C)no3)c(C)o2)cc1 | u |
| COc1ccc(-c2cnc3n[nH]c(-c4sccc4C)c3n2)cc1OC | u |
| O=C(CCC[C@H]1NC[C@@H]2C[C@H]1CN(Cc1ccccc1)C2)NCc1ccccn1 | -10.1% |
| O=C(Nc1ccccn1)C1CN(Cc2cccnc2)CC12CCOCC2 (stereo not drawn) | 3.8% |
| CN(c1cc(=O)c2ccnc(-c3ccc(O)c(F)c3)c2o1)C1CCOCC1 | 31.6µM* |
| Cc1cc2cc(NS(=O)(=O)c3cccs3)ccc2[nH]1 | 7.3% |
| O=C(NCCCn1ccnc1)C(=O)NCC1OCCN1S(=O)(=O)c1ccc2c(c1)OCCO2 (stereo not drawn) | -14.5% |
| O=C(Nc1ccc2c(c1)OCO2)C1CN(S(=O)(=O)c2cccnc2)CC12CCCCC2 (stereo not drawn) | u |
| Cn1cccc1C(=O)N[C@H]1C[C@@H](C(=O)O)N(C(=O)CSCC(=O)N2C[C@@H](NC(=O)c3cccs3)C[C@H]2C(=O)O)C1 | -7.7% |
| Fc1ccc(CNc2nc(-c3ccccc3)cc(C(F)(F)F)n2)cc1 | u |
| Cc1ccc(C(C)C)c(OCC(=O)Nc2ccc(-c3nc4ncccc4o3)cc2C)c1 | -11.0% |
| COc1ccccc1Oc1c(C)oc2cc(OCC(=O)Nc3cccc(O)c3)ccc2c1=O | 3.0% |
| CC(=O)c1cccc(NC(=O)c2ccc3c(=O)n(-c4cccc(Cl)c4)cnc3c2)c1 | 1.7% |
| CC(C)n1c(=N)c(C(=O)NC2CCCCC2)cc2c(=O)n3ccccc3nc21 | u |
| Cc1ccc(NC(=O)C2CCN(S(=O)(=O)c3c(C)noc3C)CC2)cc1C | 11.9% |
| O=C(OCc1ccccc1)N1CCCC2(C1)C(=NC1CCCCC1)NC(=O)N2c1cccnc1 (stereo not drawn) | 7.0% |
| CCOc1ccc(/C=C/C(=O)c2ccc(Br)cc2)cc1OC | -25.8% |
| CC(C)Nc1nc(-c2ccc(Br)cc2)cs1 | -7.9% |
| O=C(CCc1c(-c2ccc(F)cc2)[nH]c2ccccc12)NC1CC1 | u |
| Fc1cccc(NC(=S)NC2CC2)c1 | -5.2% |
| CCCc1nnc(C[C@@H]2C[C@@H](C(C)C)[C@H](CNc3cccnc3)C=C2C)o1 | 10µM* |
| CNC(=O)[C@@H]1CN(C(=O)CCc2cc(OC)no2)C[C@H]1c1nc(C)no1 | -9.4% |
| CCN(CC)C(=O)C1=C(C)Nc2nc3ccccc3n2C1c1cccc(Cl)c1 (stereo not drawn) | -21.7% |
| Cc1ccsc1CN1CCn2c(nnc2[C@@H]2C[C@@H](O)CN2Cc2cccnc2)C1 | -15.8% |
| CCn1nccc1C(=O)N1CC[C@@H]2CN(Cc3ccccc3)[C@@H]2C1 | -25.2% |
| CC(C)C[C@H]1COc2cccc(F)c2S(=O)(=O)N1Cc1cn(Cc2ccc(C(F)(F)F)cc2)nn1 | 24.3% |
| COc1ccc(-c2cc(C(=O)Oc3cccc(C)c3C)c3ccccc3n2)cc1 | u |
| CCCCn1c(=O)nc2n(-c3ccc(Br)cc3)c3ccccc3cc-2c1=O | u |
| O=C1C2CCCN2C(=O)N1Cc1coc(-c2cccc(Cl)c2)n1 (stereo not drawn) | 15.6% |
| COc1ccc(CNC(=O)[C@H]2CCC[C@H]2NC(=O)c2cnc(C)cn2)cc1 | -9.7% |
| NC(=O)C1CCC(=O)N1C1CCNCC1 (stereo not drawn) | -7.0% |
| Cn1c(=O)c2[nH]c(N3CCN(C(=O)CN4CCCC4)CC3)nc2n(C)c1=O | -14.2% |
| CN(C1CCOCC1)C1CCN(C(=O)C2CCCCC2)CC1 | 17.2% |
| COc1ccc(-c2cnc([C@@H]3COCCN3Cc3ccncc3)[nH]2)cc1 | -5.6%[86.2 µM] |
| O=C(Nc1cccc(C(=O)O)c1)/C(=C/c1cccc([N+](=O)[O-])c1)NC(=O)c1cccc(Br)c1 | 10.1% |
| CCC(=O)N1CCCc2cc(S(=O)(=O)N3CCC(C(=O)Nc4ccccc4CC)CC3)ccc21 | -25.9% |

(next part)
| Structure | KDM5B inhibitor |
| --- | --- |
| O=C(NCCCN1CCN(c2ccc(F)cc2)CC1)c1sc2ncccc2c1-n1cccc1 | -10.3% |
| CCc1ccc(C(=O)OCC(=O)c2c[nH]c3ccccc23)cc1 | -2.9% |
| CC1CC1c1ccc(CNCc2ccco2)o1 (stereo not drawn) | -21.3% |
| Cc1ccc(C(=O)N2CC[C@H](CO)[C@H](NC(=O)C3CC3)C2)cn1 | -23.3% |
| CCCN1C(=O)c2ccccc2NC1c1cc2ccccc2[nH]c1=O (stereo not drawn) | 6.0% |
| O=C(Cn1cnc2cc(Cl)ccc2c1=O)N(C1CCCC1)C1CCS(=O)(=O)C1 (stereo not drawn) | 12.0% |
| N#Cc1ccc(CN2CCCN(CC(=O)N3CCN(C4CCS(=O)(=O)C4)CC3)CC2)cc1 (stereo not drawn) | 0.3% |
| Cc1ccc(CNC(=O)NCC2Cn3cccc3CN2C)cc1 (stereo not drawn) | u |
| CC1C(=O)N(Cc2ccccc2)c2ccccc2N1C(=O)c1ccccc1 (stereo not drawn) | -1.2% |
| CC(C)(C)c1csc(NC(=O)C2CC(=O)N(c3n[nH]c4cccc(F)c34)C2)n1 (stereo not drawn) | -26.3% |
| CC(C)Sc1ncc(Cl)c(C(=O)Nc2ccc(S(=O)(=O)N3CCCCC3)cc2)n1 | u |
| Cc1ccc(NC(=O)Cn2cnc3ccc(Cl)cc3c2=O)cc1S(=O)(=O)N1CCOCC1 | -9.1% |
| Cc1ccc(S(=O)(=O)[C@H]2CS(=O)(=O)C[C@@H]2N2CCN(c3ncccn3)CC2)cc1 | 11.9% |
| COc1cccc(CNC(=O)C2CCN(c3ncnc4c3nc3n4CCCCC3)CC2)c1 | -5.1% |
| O=c1[nH]c(C2CCCN(S(=O)(=O)c3ccccc3)C2)nc2c1nnn2Cc1cccc(Cl)c1 (stereo not drawn) | -9.5% |
| CC(=O)c1csc(CS(=O)(=O)c2ccccn2)n1 | 0.7% |
| COc1ccc(NC(=O)c2ccc(-c3ncc4cnc(C5=CCOCC5)cn34)cc2)cn1 | 28.2µM* |
| COCc1cccc(C(=O)NC2CC(c3nnc(CN(C)C)n3C)C2)n1 (stereo not drawn) | u |
| COc1cccc(-c2cn(-c3cccc(C(F)(F)F)c3)c(=S)[nH]2)c1 | 24.7% |
| O=C(COC(=O)c1ccc(-c2ccccc2)s1)c1ccccc1 | u |
| Cc1oc2c(C)c3oc(=O)c(CC(=O)N4CCCCC4)c(C)c3cc2c1C | -19.8% |
| Brc1ccc(-c2noc(-c3ccccc3-c3ccccc3)n2)cc1 | u |
| Cc1c(O)c2ccccc2n(-c2ccccc2)c1=O | u |
| COc1cccc(C(=O)Nc2nnc(-c3ccccc3)s2)c1 | u |
| Cc1ccccc1C1N=C(Nc2nc3ccccc3o2)NC2=C1C(=O)CC(C)(C)C2 (stereo not drawn) | 14.2% |
| COc1cccc(CN2CC3(C2)C(=O)N(Cc2ccccc2)C(=O)[C@@H]2C[C@@H](O)CN23)c1 | 13.1%[86.2 µM] |
| CCCCNC(=O)Cc1csc2nc(C)c(-c3cc(C)n(-c4ccccc4CC)n3)c(=O)n12 | 31.6µM* |
| Cn1c(COc2cccc(C(F)(F)F)c2)nnc1SCc1c(F)cccc1Cl | -24.1% |
| O=C(c1nnc(CNCCN2CCCC2)n1-c1ccccc1)N1CCC[C@@H]1C(c1ccccc1)c1ccccc1 | -19.3% |
| Cn1c(=O)[nH]c(=O)c2c1nc(N1CCN(Cc3ccc(F)cc3)CC1)n2Cc1ccccc1 | 17.3% |
| COc1ccc(NC(=O)N2C3CCCC2CC(NC(=O)c2ccccc2)C3)cc1 (stereo not drawn) | -10.2% |
| CN(C(=O)CSc1nc2ccc(NC(=O)COc3ccc(F)cc3)cc2s1)c1ccccc1 | -3.4% |
| CS(=O)(=O)N(CC(=O)Nc1cc(C(F)(F)F)ccc1Cl)Cc1ccccc1 | -9.8% |
| Cc1cnn(CCC(=O)N2CCC3(CC2)CN(Cc2ccccc2)CC3CO)c1 (stereo not drawn) | u |
| Cc1ccc(CNC(=O)CCCc2nnc3n(CC(C)C)c(=O)c4sccc4n23)cc1 | u |
| Cn1c(=O)c2c(ncn2CC(=O)Nc2cccc(Cl)c2Cl)n(C)c1=O | 12.3% |
| CCCCC(=O)Nc1ccc2nc(N3CCN(C(=O)OCC)CC3)cc(C(=O)O)c2c1 | u |
| O=C(Nc1ccc(C23CC4CC(CC(C4)C2)C3)cc1)c1cccc[n+]1[O-] | 15.3% |
| CC(C)CCOP(=O)(c1ccc(N(C)C)cc1)C(O)c1c(Cl)cccc1Cl (stereo not drawn) | -6.1% |
| Cc1noc(-c2cn(C3CCCN(C(=O)c4ccc(Cl)cc4)C3)nn2)n1 (stereo not drawn) | -15.1% |
| COc1ccc(-c2cc(CC3(NCc4ccc(C)o4)COC3)no2)cc1 | -17.6%[86.2 µM] |
| O=C(O)C[C@@H]1CCN(C(=O)c2ccc(C(F)(F)F)cc2)C[C@@H]1CCN1CCN(c2cccc(C(F)(F)F)c2)CC1 | -25.1% |
| Cc1nnc([C@H]2CCN(c3ccc(C#N)cn3)C2)o1 | u |
| CC(C)c1ccc(NC(=O)C2CCCN(S(=O)(=O)c3ccc4[nH]c(=O)ccc4c3)C2)cc1 (stereo not drawn) | 10.1% |
| Cc1c(C(=O)N(C)Cc2cc(-c3ccccc3)no2)oc2c(F)cccc12 | -4.2% |
| O=C(c1ccncc1)N1CCC2(COc3ncccc3S(=O)(=O)N2)C1 (stereo not drawn) | 33.3%[115 µM] |
| Cc1cccc(CCNC(=O)c2ccc3c(c2)N(Cc2ccccc2F)C(=O)c2ccccc2S3)c1 | -14.9% |
| N#C/C(=C\c1ccccc1[N+](=O)[O-])C(=O)NCc1ccccc1 | -14.3% |
| COc1cccc(-c2cc(C3CCN(C(=O)Nc4ccccc4OC)CC3)[nH]n2)c1 | -5.3% |
| COc1ccc(CCC(=O)NCc2nnc3c(-c4nc(C)no4)cccn23)cc1 | u |

Further records:
| Structure | KDM5B inhibitor |
| --- | --- |
| COc1ccc(S(=O)(=O)Nc2cc3c(C(=O)OC(C)C)c(C)oc3c3ccccc23)cc1 | -6.2% |
| CN(C)S(=O)(=O)c1ccc2c(c1)N(CC(=O)N1CCN(c3ccccc3F)CC1)CCS2 | -43.0% |
| Cc1ccc2c(C(=O)N3CCN(C4CCCCC4)CC3)cc(NC(=O)C(C)C)cc2n1 | 11.2µM* |
| O=C(CCC[C@@H]1[C@H]2CCCN3CCC[C@@H](CN1C(=O)C1(c4ccccc4)CC1)[C@@H]23)NCC1CC1 | -17.7% |
| Cc1ccc(Cn2nc(C)c(C(=O)OCC(=O)c3cc(C)n(C(C)C)c3C)c2Cl)cc1 | 7.0% |
| COc1ccc(CNC(=O)CCCn2nc(C)c3c(C)n(-c4ccc(C)cc4)nc3c2=O)cc1OC | -6.0% |
| CCOC(=O)c1c(S(=O)(=O)NCC(=O)N2CCN(c3cccc(Cl)c3)CC2)c(C)n(C)c1C | -19.0% |
| N#Cc1ccc(C(=O)Nc2ccccc2C(=O)NCCc2ccccc2)cc1 | 14.9% |
| Cc1ccc(C)c(NC(=O)CSc2nnc(-c3cc4occc4n3C)n2-c2ccccc2C)c1 | -8.6% |
| Cc1nn(C)c2c1c(C(F)(F)F)cc(=O)n2C(C)C(=O)NCc1ccccc1Cl (stereo not drawn) | u |
| CCc1cccc(NC(=O)c2cccc3c2C(=O)N(C2CCCCC2)C3)c1 | -14.1% |
| Cc1ccc2c(c1)-c1onc(C(=O)N3CCN(c4cc(C)ccc4C)CC3)c1CO2 | -19.0% |

Only part of the results is shown. The share of hits here may be higher or lower than overall.
